mcGAS RapidFire = inhibitors of mouse cGAS | Q8C6L5 | recombinant mouse cGAS, cGAMP by RapidFire MS | inhibition, % at 12.5 µM | hit rate 0.18% among 130,000;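 active = inhibition of cGAS enzyme activity at or above 60%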;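 note: enzyme stimulated by 45 bp dsDNA with ATP and GTP substrates; cGAMP share of summed cGAMP plus half ATP and half GTP signals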
Target sequence (Q8C6L5 whole entry, looked up): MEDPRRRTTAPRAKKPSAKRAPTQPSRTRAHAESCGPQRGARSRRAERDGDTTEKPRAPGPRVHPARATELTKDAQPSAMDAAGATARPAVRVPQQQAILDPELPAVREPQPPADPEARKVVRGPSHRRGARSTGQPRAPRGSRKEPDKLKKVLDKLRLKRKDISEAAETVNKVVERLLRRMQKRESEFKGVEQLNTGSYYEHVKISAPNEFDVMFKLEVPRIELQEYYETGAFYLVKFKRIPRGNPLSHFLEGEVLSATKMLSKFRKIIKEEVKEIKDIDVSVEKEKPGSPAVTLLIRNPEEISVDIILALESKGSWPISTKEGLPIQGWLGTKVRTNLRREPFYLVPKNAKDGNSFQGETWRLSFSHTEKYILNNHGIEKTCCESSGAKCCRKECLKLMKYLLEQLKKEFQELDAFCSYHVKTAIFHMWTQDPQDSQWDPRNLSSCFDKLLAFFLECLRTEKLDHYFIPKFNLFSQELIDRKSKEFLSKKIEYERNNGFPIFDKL
* = called active by the depositor; ! = repeats disagree. This is a subset. The share of hits here may be higher or lower than overall.

The opening 21 compounds (preview)
mcGAS RapidFire | molecule
-7 | CNC(=O)COc1ccc(/C=C/c2ccccc2)cc1
-3 | CC(C)(Cc1c[nH]c2ccccc12)NC(=O)c1ccccc1-c1ccc(S(C)(=O)=O)cc1
-2 | CC(C)Oc1ccc2nnc(C(F)(F)F)n2n1
-9 | COC(=O)NC1CC(C)CC(C)(C)C1 (stereo not given)
-4 | CC(C)Cn1ccnc1CNC(=O)Nc1cnn(C(C)C)c1
-13 | Cc1cc(CN2CCN(C3CCCCC3)CC2)cs1
-4 | CN(Cc1nc2ccccc2c(=O)[nH]1)C(=O)c1cccc(Cl)c1Cl
-4 | Cc1ccc(C(=O)Nc2ncn[nH]2)cc1Cl
-7 | CCOc1cccc2c1OCC(C(=O)OC)C2 (stereo not given)
-7 | CCOC(=O)N=Nc1c(O)[nH]c2c(C)c(C)ccc12
-15 | C#CCN1CCCCC1C(=O)N1CCN(c2cccc(Cl)c2)CC1 (stereo not given)
-31 | CCn1c(C2CCCN(C(=O)Cc3ccc4c(c3)OCO4)C2)nn(C)c1=O (stereo not given)
-35 | CCCc1nnc(C(=O)N(C)Cc2ncc[nH]2)o1
-5 | O=C(c1ccc([N+](=O)[O-])s1)N(CCN1CCOCC1)c1nc2ccccc2s1
5 | CC1CCc2c(sc3nc(C(C)N4CCOCC4)[nH]c(=O)c23)C1 (stereo not given)
6 | C#CCNC(=O)Cc1coc2cc(CC)ccc12
-7 | COc1ccc(C(=O)C2CCCN(C(=O)CCc3ccccc3OC)C2)cc1F (stereo not given)
-4 | O=C(c1ccc2c(c1)OCO2)C1CCCN(C(=O)c2csc(-c3cccs3)n2)C1 (stereo not given)
11 | Cc1ncc(CC(=O)NNS(=O)(=O)c2cc(Cl)ccc2Cl)s1
-6 | CCCCn1c(=O)c2c(nc3n2CCN3c2cccc(Cl)c2)n(C)c1=O
-3 | Cc1ccccc1-n1c(C)[n+](C)c2ccccc21

The whole of this part, previewed entries included:
mcGAS RapidFire | molecule
-7 | CNC(=O)COc1ccc(/C=C/c2ccccc2)cc1
-3 | CC(C)(Cc1c[nH]c2ccccc12)NC(=O)c1ccccc1-c1ccc(S(C)(=O)=O)cc1
-2 | CC(C)Oc1ccc2nnc(C(F)(F)F)n2n1
-9 | COC(=O)NC1CC(C)CC(C)(C)C1 (stereo not given)
-4 | CC(C)Cn1ccnc1CNC(=O)Nc1cnn(C(C)C)c1
-13 | Cc1cc(CN2CCN(C3CCCCC3)CC2)cs1
-4 | CN(Cc1nc2ccccc2c(=O)[nH]1)C(=O)c1cccc(Cl)c1Cl
-4 | Cc1ccc(C(=O)Nc2ncn[nH]2)cc1Cl
-7 | CCOc1cccc2c1OCC(C(=O)OC)C2 (stereo not given)
-7 | CCOC(=O)N=Nc1c(O)[nH]c2c(C)c(C)ccc12
-15 | C#CCN1CCCCC1C(=O)N1CCN(c2cccc(Cl)c2)CC1 (stereo not given)
-31 | CCn1c(C2CCCN(C(=O)Cc3ccc4c(c3)OCO4)C2)nn(C)c1=O (stereo not given)
-35 | CCCc1nnc(C(=O)N(C)Cc2ncc[nH]2)o1
-5 | O=C(c1ccc([N+](=O)[O-])s1)N(CCN1CCOCC1)c1nc2ccccc2s1
5 | CC1CCc2c(sc3nc(C(C)N4CCOCC4)[nH]c(=O)c23)C1 (stereo not given)
6 | C#CCNC(=O)Cc1coc2cc(CC)ccc12
-7 | COc1ccc(C(=O)C2CCCN(C(=O)CCc3ccccc3OC)C2)cc1F (stereo not given)
-4 | O=C(c1ccc2c(c1)OCO2)C1CCCN(C(=O)c2csc(-c3cccs3)n2)C1 (stereo not given)
11 | Cc1ncc(CC(=O)NNS(=O)(=O)c2cc(Cl)ccc2Cl)s1
-6 | CCCCn1c(=O)c2c(nc3n2CCN3c2cccc(Cl)c2)n(C)c1=O
-3 | Cc1ccccc1-n1c(C)[n+](C)c2ccccc21
7 | CC(C)C[C@@H](N)C(=O)NCc1n[nH]c2c1CCC2
1 | O=C(CSc1nnc(-c2ccccc2)n1-c1ccccc1)N/N=C\c1c(O)ccc2ccccc12
-2 | CC(O)c1nc2ccc(S(=O)(=O)c3ccc4nc(C(C)O)[nH]c4c3)cc2[nH]1 (stereo not given)
-9 | COCCNC(=O)c1ccc(OC2CCN(CC3CC=CCC3)CC2)c(Cl)c1 (stereo not given)
0 | CCCOC1CCCN(C(=O)COC)C1 (stereo not given)
-5 | CC1CN(CC(O)CN2C(=O)C3CCCN3C2=O)CC(C)O1 (stereo not given)
-1 | Cc1nn2c(=O)cc(CN(C)CC(=O)Nc3ccccc3C(F)(F)F)nc2s1
-6 | O=S(=O)(CCc1ccccc1)NCC1CCN(Cc2ccsc2)CC1
-5 | Cc1cccc(NC(=O)CN(CC2CCCO2)C(=O)c2cccc(S(C)(=O)=O)c2)c1C (stereo not given)
6 | CNc1cncc(-c2ccc(C(C)=O)s2)n1
-13 | COc1ccc(CC(=O)NC2(C)CCS(=O)(=O)C2)c(OC)c1OC (stereo not given)
-1 | O=c1[nH]c(CSc2nnc(NC3CC3)s2)nc2ccsc12
-10 | CCc1cc2c(=O)n(NC(=S)NC)cnc2s1
-4 | Cc1nnsc1CNC(=O)Cc1c(C)nn(-c2ccccc2)c1C
-9 | COc1cccc2ccc(-c3cc(NCCO)nc4[nH]ccc34)nc12
-8 | CC(C)(C)OC(=O)NCCCC(CCCNC(=O)OC(C)(C)C)C(=O)O
12 | COc1ccc(C(=O)Nc2c(C)nc3ccccn3c2=O)c(OC)c1
-6 | CN(C)CC(C)(C)CNC(=O)c1c2c(nc3ccccc13)CCN(Cc1ccccn1)C2
-1 | O=C(CSc1nnc(C2CC2)n1C1CC1)c1ccc(Br)s1
3 | Cc1cccnc1NC(=O)c1ccc(CN2CCCCC2)cc1
-8 | COc1nccnc1N1CCC2(CC1)C(=O)N(C)c1ccccc12
-36 | Cc1ncsc1CN(Cc1ccccc1)C(=O)C1=NNC(=O)CC1
-5 | Fc1ccc(-c2n[nH]c(=S)n2C2CCCCC2)cc1
-1 | CC1(C(=O)NCc2nc3ccccc3s2)CCCN(C(=O)c2ccccc2)C1 (stereo not given)
2 | CCN(CC)C(=O)C1CNc2ccccc2O1 (stereo not given)
-31 | CCCCc1nc(CNCC2C[N+](C)(Cc3csc(CCCC)n3)CCO2)cs1 (stereo not given)
8 | COc1ccc(S(=O)(=O)N2CCN(c3ccccc3C)CC2)c(C)c1C
0 | CCN(C)Cc1cccc(CNC(=O)C(NC(=O)c2ccco2)C(C)C)c1 (stereo not given)
-9 | COc1ccc(Cl)cc1C1=NOC2(CCC2)C(=O)N1Cc1ccc(NC(C)=O)cc1

Next section
mcGAS RapidFire | molecule
-11 | Cc1cc(C)c(S(=O)(=O)n2nc(C)c(C)c2C)c(C)c1
-16 | COC(=O)C1(c2nc(C(C)C)nn2-c2ccc3c(c2)OCCO3)CC1
-3 | C/C=C(\C)CN1CCCC(C(=O)Nc2ccc(-c3cscn3)cc2)C1 (stereo not given)
-3 | Cc1ccc2occ(CN3CCN(Cc4ccsc4)C(CCO)C3)c(=O)c2c1 (stereo not given)
5 | COc1cccc(CN2CCCC3(CCN(C(=O)C4=NNC(=O)CC4)C3)C2=O)c1 (stereo not given)
-8 | Cc1cc(CN(C)S(=O)(=O)N2CCCCC2)no1
2 | Clc1cc(Cl)cc(Nc2ncnc3ccccc23)c1
-7 | COC(=O)c1cccc(S(=O)(=O)N(C)Cc2ccc(C)cc2C)c1
-28 | COc1ncccc1C(=O)N1CC(c2ccccn2)C1
0 | CCN(CC)C(CNc1cnn(-c2ccccc2)c(=O)c1Cl)c1ccccc1 (stereo not given)
-21 | CCS(=O)(=O)N1CCN(S(C)(=O)=O)CC1
-3 | COc1ccccc1N=c1oc2c(OC)cccc2cc1-c1nc2ccccc2[nH]1
-7 | Cc1ccc(NC(=O)CN(C)C(=O)c2ccc3c(c2)OCCCO3)cc1
-2 | CC(C1CC1)N(Cc1ncc(-c2ccc(F)cc2)o1)C1CC1 (stereo not given)
-8 | COc1ccc(C)cc1NC1CCCN(C(=O)c2ccc3c(c2)OCO3)C1 (stereo not given)
-5 | Cc1cnn(C2CCCc3ccccc32)c1NC(=O)C1COCCO1 (stereo not given)
-31 | Fc1ccc(N2CCN(CCNc3cncc(Cl)n3)CC2)cc1
-14 | Cc1ccc(CN(C2CCc3ccccc32)S(N)(=O)=O)cc1 (stereo not given)
-19 | Fc1cccc(NCCc2ccc(-n3cccn3)cc2)n1
-1 | COc1ccc(CN(Cn2nc(-c3ccccc3F)n(C)c2=S)C2CC2)cc1
-6 | CN1OCC(S(=O)(=O)NCC2CCCO2)C1c1ccccc1[N+](=O)[O-] (stereo not given)
-11 | Cc1ccsc1C(=O)N1CCC1(C)C(=O)NS(=O)(=O)c1ccc(Br)cc1 (stereo not given)
0 | COc1ccc2nc(SCc3ncc(C)c(OC)c3C)[nH]c2c1
-8 | COCCn1c(C)cc(O)c(C(c2ccc(OC)cc2)N2CCN(CCO)CC2)c1=O (stereo not given)
-9 | COCC1(C(=O)N2CCC3(CC2)c2ccccc2[C@@H](N)[C@@H]3O)CCC1
7 | O=C(NCCCc1ccc(F)cc1)c1cc(CN2CCOCC2)on1
-3 | CS(=O)(=O)c1ccc(CNc2snc(Cl)c2C#N)cc1
-2 | CC1(C(=O)NS(=O)(=O)c2ccc(Cl)s2)CCN1C(=O)C1(c2ccccc2)CCCC1 (stereo not given)
-9 | CC(C)COCCC(=O)NCCn1c(=O)[nH]c2ccccc21
-8 | COc1ccc2c(c1)Cc1c-2nc2ccccc2c1C(=O)N(C)OC
2 | CC(C)(C)n1ncc2c1CCN(C(=O)C1CCOC1)C2 (stereo not given)
-30 | Fc1ccc(-c2csc(=NCc3ccccc3)n2N=Cc2cccnc2)cc1
-2 | C#C[C@]1(O)CC[C@@H]2C3[C@H](C)CC4=C(CCC(=O)C4)[C@H]3CC[C@@]21C (stereo not given in full)
-17 | CCC(Cn1ccnc1)NC(=O)c1ccc2c(c1)nnn2C (stereo not given)
-12 | COC(=O)c1cc2n(n1)CCCN(C(=O)c1cc3c([nH]c1=O)CCCC3)C2
-2 | CC(C(=O)N1CCc2ccccc21)N1CCN(c2ccc(O)cc2)CC1 (stereo not given)
-10 | CCn1ccnc1CN(C)C(=O)c1cn(Cc2ccccc2Cl)nn1
-1 | CC(=O)Nc1c(I)c(NC(C)=O)c(I)c(C(=O)O)c1I
2 | NC(=O)C1CCCN1C1CCN(S(=O)(=O)c2ccc(F)cc2F)CC1 (stereo not given)
-4 | O=C(NC1CC1)c1cc2n(n1)CCN(C(=O)c1scc3c1OCCO3)C2
-25 | Cn1c(Sc2ccccc2C(=O)O)cc(=O)n(C)c1=O
9 | Cc1ccc(S(C)(=O)=O)cc1NC(=O)C1CCN(c2ccc(C(F)(F)F)cc2[N+](=O)[O-])CC1
-10 | Cc1nc(C)n(Cc2nc(-c3cccc(C(F)(F)F)c3)oc2C)n1
3 | Cc1ccc(CN(C)C(=O)CN2CCCN(c3ccc(C(F)(F)F)cn3)CC2)cc1
-10 | O=C1NC(C(=O)N2CC(c3cccnc3)C2)Cc2ccccc21 (stereo not given)
-13 | Cc1ccc(SCCC(C)(C)C#N)nc1
-5 | O=C(CC1CSc2nc3c(c(=O)n21)CCC3)NCCC1=CCCCC1 (stereo not given)
-10 | CN(C)C1(CN)CCCCC1
-5 | COc1cccc(NC(=O)c2ccccc2NC(=O)CN2CSCC2=O)c1
-6 | O=C(c1ccco1)N1CCN(c2ncnc3sc4c(c23)CCCC4)CC1

Later entries
mcGAS RapidFire | molecule
1 | C=CCNCC(=O)N1CCc2sccc2C1COc1ccccc1OC (stereo not given)
-6 | CC(C)CN1C(=O)c2cccc3cc(Br)cc(c23)C1=O
-2 | CCN(CC)CCn1c2ccccc2c2nc3ccccc3nc21
-2 | CCCCNC(=O)C1(C)CCN1Cc1ccc(C#N)cc1 (stereo not given)
-8 | CCCCCCCCn1c(N2CCN(Cc3ccccc3)CC2)nc2c1c(=O)[nH]c(=O)n2C
-9 | CCCc1ccc(C2CC(=O)Nc3cc4c(cc32)OCO4)o1 (stereo not given)
-1 | Cc1ccc(N2CC(C(=O)Nc3cc(-c4cccs4)nn3-c3nc(C)c(C)c(=O)[nH]3)CC2=O)cc1 (stereo not given)
1 | Cc1nc(-n2nc(C3CC3)cc2NC(=O)c2ccccc2C(F)(F)F)[nH]c(=O)c1C
-4 | COc1ccc(C=c2sc(=C(C#N)C#N)n(-c3ccccc3OC)c2=O)cc1
-9 | O=C(Nc1ccccc1)Nc1cccc(NC(=O)C2CCCN2S(=O)(=O)c2ccc(F)cc2)c1 (stereo not given)
-19 | Cc1nn(C)c(C)c1CCC(=O)N(C)Cc1cc(C(C)C)no1
-16 | CN(C)C1CCCN(C(=O)c2ccc(-c3ccn[nH]3)cc2)CC1 (stereo not given)
-32 | Cc1[nH]nc(CCC(=O)N2C[C@H](N(C)C)C[C@H]2CO)c1C
82*! | Nc1nc2ncc(CNc3ccc(C(=O)N[C@@H](CCC(=O)O)C(=O)O)cc3)nc2c(=O)[nH]1
-14 | Cc1ccc(C(O)CNC(=O)c2cccc(C#N)c2)cc1 (stereo not given)
54 | O=C1C=CC(=O)N1c1ccc(F)c(Cl)c1
-18 | CCN(CCN1CCCC1)C1CCNCC1
-10 | O=C(NCc1cn2ccsc2n1)Nc1ccccc1N1CCOCC1
-4 | Cc1[nH]nc2c1C(C1CC=CCC1)C(C#N)C(=N)O2 (stereo not given)
-9 | CCC(C)(NC(=O)Cc1c(C)nn(-c2nc(C)cc(C)n2)c1C)C(=O)OC (stereo not given)
6 | COC(=O)C1CCCCN1C(=O)c1cn(C2CCCCC2)nn1 (stereo not given)
-10 | CCC1CN(Cc2cnc(C)cn2)CCS1 (stereo not given)
2 | O=C1C(Oc2ccc(Cl)cc2)C(c2ccc3c(c2)OCO3)N1CC1CCCO1 (stereo not given)
0 | COc1cc(C=CC(=O)Nc2ccc3c(c2)OCCO3)cc2c1OCCO2
2 | O=C(CC1C(=O)NC2(CCCC2)CN1Cc1c[nH]c2cc(F)ccc12)NCc1ccccn1 (stereo not given)
-4 | Cc1cccc(N2CCN(CC(=O)Nc3ccc(SC(F)F)cc3)CC2C)c1 (stereo not given)
-4 | Cc1nc2ncc3c(=O)n(C4CCCC4)ccc3n2n1
-2 | CS(=O)(=O)Nc1ccc(Br)cc1Cl
-14 | CCn1nc(C)c(CN2CCCC3(C2)C(=O)Nc2ccccc23)c1C (stereo not given)
-14 | COC(=O)c1cccc(S(=O)(=O)N2CCCC2CN(C)C)c1C (stereo not given)
-2 | Cc1ccncc1C(=O)N1CCCn2nc(C(=O)NCCN(C)C)cc2C1
